Assay outcomes as filed in PubChem.
GLP1R ag – GLP-1 receptor (human) agonism | P43220 | HEK293 GLP-1R CRE-luciferase, luminescence, 4-6 h; cells express a hypersensitive GLP-1R form | Potency, µM (doses to about 45.6 µM), without a hit: at the highest dose activation, actives largely listed as activators | 380,000 tested, 0.007% active | AID 624172; also: potency is read from the fitted curve at half-maximal effect; % of control where 0% means no effect
Target sequence (P43220 whole entry, looked up): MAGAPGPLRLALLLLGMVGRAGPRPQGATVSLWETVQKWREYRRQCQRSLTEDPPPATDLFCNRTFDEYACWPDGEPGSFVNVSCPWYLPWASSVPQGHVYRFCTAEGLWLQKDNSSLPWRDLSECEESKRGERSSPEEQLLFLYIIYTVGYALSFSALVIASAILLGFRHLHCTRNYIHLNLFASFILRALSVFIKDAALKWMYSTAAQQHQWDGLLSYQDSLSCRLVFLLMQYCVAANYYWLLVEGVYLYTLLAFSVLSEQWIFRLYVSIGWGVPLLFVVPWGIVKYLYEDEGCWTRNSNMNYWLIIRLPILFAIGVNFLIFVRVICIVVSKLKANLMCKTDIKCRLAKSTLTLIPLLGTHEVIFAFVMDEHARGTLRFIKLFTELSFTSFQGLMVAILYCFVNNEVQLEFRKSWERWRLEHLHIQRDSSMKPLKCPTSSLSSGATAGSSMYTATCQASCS
aSyn rescue – rescues yeast growth from alpha-synuclein toxicity | Yeast expressing alpha-synuclein, growth rescue, BacTiter-Glo, 24 h | Potency, µM (doses to about 46.1 µM), inactives show at the top dose growth rescue (activation), most hits filed as activators | 370,000 tested, 0.14% active; also: potency is read from the fitted curve at half-maximal effect; % of control where 0% means no effect; nearly all actives have a fitted effect of over 65% in size
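Galactose-induced alpha-syn yeast (OD600=0.02, raffinose-pregrown) + pinned cpd, 24 hr, 30 deg C; growth by BacTiter-Glo luminescence. Growth restoration scores as activation.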
GLP1R cytotox – cytotoxicity in counter-screen for GLP-1R inverse agonists. HEK293 cAMP-luciferase reporter cells, luminescence, 24 h. Potency, µM (titrated, usually from 38.3 µM), for inactives: top-dose activity change, negative = inhibition, most hits filed as inhibitors. 410,000 tested, 0.13% active. AID 624418;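 also: loss of luciferase light is scored as toxicity; potency is read from the fitted curve at half-maximal effect; % is scaled to controls: 0 for no effect and ±100 for the full control effect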
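Quantitative HTS format, 1536 wells, 200 cells/uL seeded. Compounds: 23 nL, 24 h, 37 °C. Detection: luciferase reagent, luminescence at 12 min RT; decreased signal taken as cytotoxic.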
KB-V1 cytotox – kills drug-selected multidrug resistant KB-V1 cells. KB-V1 MDR cells viability, CellTiter-Glo, 72 h. Potency, µM (highest dose often 46.1 µM), inactives show top-dose activity change, negative = cytotoxicity, hits mostly cytotoxic. 400,000 tested, 3.4% active; also: potency is read from the fitted curve at half-maximal effect; % is scaled to controls: 0 for no effect and ±100 for the full control effect; nearly all actives have a fitted effect of over 60% in size
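qHTS viability screen in drug-selected KB-V1 MDR cells: 72 h compound treatment at 37 degrees C, ATP luminescence end point.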
DRD3 antagonist – blocks the human D3 dopamine receptor; D3R cells, DiscoveRx beta-arrestin luminescence, antagonist mode; stronger effect = lower value; max response, negative = inhibition, %; 360,000 tested, 2.5% active; in the data active = max response below about -50%; inconclusive = no clear call, values can overlap the other calls; also: % is scaled to controls: 0 for no effect and ±100 for the full control effect; mostly tested at two doses, the higher about 12 µM
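Cells expressing the human receptor were seeded at 1500 cells/well, incubated overnight at 37 degrees C in 5% CO2, then exposed to library compounds with dopamine controls for 90 minutes at 37 degrees C before luminescent detection.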
DRD3 agonist – activates the human D3 dopamine receptor; 410,000 tested, 0.58% active; D3R DiscoveRx beta-arrestin cells, luminescence, 90 min; max activation, %; in the data active = max activation above about 30%; also: 0% is about no effect; mostly tested at two doses, the higher about 12 µM
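Cells at 1500/well, incubated overnight, then treated with pinned compounds (dopamine as control) for 90 min at 37 degrees C. DiscoveRx reagent added for 30 - 60 minutes at room temperature; luminescence read.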
GLP1R inv ag – acts as inverse agonist at human GLP-1 receptor; P43220; HEK293 GLP-1R CRE-luciferase, luminescence, 24 h; GLP-1R form is constitutively active; Potency, µM (top dose mostly 38.3 µM), without a hit: at the highest dose activity change, negative = inhibition, usual class: inhibitors; 410,000 tested, 1.6% active; also: potency is read from the fitted curve at half-maximal effect; % is scaled to controls: 0 for no effect and ±100 for the full control effect; nearly all actives have a fitted effect of over 55% in size
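Seeding at 200 cells/uL, 12 h culture, 24 hr compound treatment, then luciferase reagent and a luminescence read; cells are HEK293 stably expressing a constitutively active GLP-1R plus cAMP-responsive luciferase.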
PTHR1 agonist – activates the human parathyroid hormone receptor PTHR1 | Q03431 | HEK293 GP2 PTHR1 cells, GloSensor cAMP luminescence, 1 h | Potency, µM (series often up to 115 µM), without a hit: at the top dose activation, usual class: activators | 410,000 tested, 0.075% active | AID 743266; also: potency is read from the fitted curve at half-maximal effect; nearly all actives have a fitted effect of over 55% in size; some results filed as inactive show a strong effect at the top dose; inactives centre near -15; many of its hits are not listed in these tables
Target sequence (Q03431 whole entry, looked up): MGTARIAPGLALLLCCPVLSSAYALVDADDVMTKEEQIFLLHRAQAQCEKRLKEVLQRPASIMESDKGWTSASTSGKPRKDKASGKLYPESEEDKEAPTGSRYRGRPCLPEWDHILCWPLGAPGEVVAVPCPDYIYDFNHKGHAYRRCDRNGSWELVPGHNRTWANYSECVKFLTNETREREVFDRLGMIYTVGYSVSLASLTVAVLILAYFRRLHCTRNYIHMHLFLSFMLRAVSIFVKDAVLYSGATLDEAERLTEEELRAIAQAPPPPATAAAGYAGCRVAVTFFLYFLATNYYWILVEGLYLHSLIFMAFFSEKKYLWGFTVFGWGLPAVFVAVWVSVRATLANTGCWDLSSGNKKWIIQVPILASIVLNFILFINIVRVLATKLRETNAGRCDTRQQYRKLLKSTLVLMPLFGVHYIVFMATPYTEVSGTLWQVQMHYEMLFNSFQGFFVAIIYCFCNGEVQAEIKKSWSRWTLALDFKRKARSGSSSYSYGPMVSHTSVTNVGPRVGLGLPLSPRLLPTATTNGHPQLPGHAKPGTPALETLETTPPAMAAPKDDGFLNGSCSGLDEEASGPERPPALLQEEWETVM
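HEK-293-derived GP2 cells expressing PTHR1 and a GloSensor cAMP reporter, 3,000/well, plated overnight, given luciferin plus IBMX (each 0.5 mM as added) for 1 h at 37 °C, then compound for 1 h at 37 °C. Luminescence was read after 15 min at room temperature.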
TDP-43 yeast inh – rescues yeast growth from TDP-43 toxicity; TDP-43 expressing yeast growth rescue, BacTiter-Glo, 24 h; Potency, µM (titrated, usually from 46.1 µM), for the others: top-dose growth rescue (activation), actives largely listed as activators; 410,000 tested, 1.8% active; also: potency is read from the fitted curve at half-maximal effect; % of control where 0% means no effect; nearly all actives have a fitted effect of over 50% in size
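Yeast cells expressing TDP-43 under galactose induction are exposed to compounds for 24 hr at 30 deg C. BacTiter-Glo luminescence measures growth, so protective compounds score as activators.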
The depositor's hits bear a star; i = inactive; ? = inconclusive; / = no result given; [ ] = remark or other dose. Unless noted, calls follow the shape of the dose curve; as a rule, active = well fitted curve in the direction sought with a large enough effect; inconclusive = small, poorly fitted or top-dose-only effect, or another doubt; inactive = no such curve, though single readings can be large; an effect the other way counts as inactive or inconclusive. An excerpt, so the mix of outcomes need not match the whole.

SMILES	GLP1R ag	aSyn rescue	GLP1R cytotox	KB-V1 cytotox	DRD3 antagonist	DRD3 agonist	GLP1R inv ag	PTHR1 agonist	TDP-43 yeast inh
CCC(=O)N(C)CCc1cc2c(c(OC)c1/C=N/NC(=O)c1ccc(Br)cc1)OCO2	-2%	-10%	-27%	2%	14	-3	-1%	-29%	-9%
COc1ccccc1-c1nnc(SCC(=O)N2CCOCC2)o1	-2%	-4%	-8%	5%	0	2	-1%	i	9%
O=S(=O)(NCCSc1ccc(Cl)cc1)c1ccc2c(c1)OCCO2	5%	17%	-25%	-16%	26	1	?	i	?
COc1cccc(CNC(=O)Cn2c(=O)n3nc(-c4cccc(F)c4)nc3c3ccccc32)c1	/	/	0%	0%	/	-8	10%	i	25%
O=C1CC[C@@H](C(=O)N2CSC[C@@H]2C(=O)Nc2cccc(C(F)(F)F)c2)N1	1%	-6%	-10%	7%	-3	3	-6%	-2%	0%
Cc1cc(=O)[nH]c2c1c(C)nn2C1CCCC1	4%	-1%	11%	7%	-7	-9	0%	-3%[57.5 µM]	-19%
Cc1c(C(=O)NNC(=O)c2csc(N3CCOCC3)n2)cccc1[N+](=O)[O-]	4%	1%	-26%	0%	5	2	12%	-12%	18%
O=C(NCc1ccc(F)cc1)C(c1ccccc1)N(CC1CCCO1)C(=O)Cn1nnc2ccccc21 (stereo not drawn)	-9%	12%	-18%	-7%	20	9	?	i	17%
CCc1cccc(NC(=O)Nc2ccc3c(c2)N(C)C(=O)c2ccccc2S3)c1	/	/	-24%	/	/	9	?	-25%	4%
CCC/C(C#Cc1cc(OC)cc(OC)c1)=C1/c2ccccc2C(=O)N1c1ccccc1	1%	-2%	-39%	0%	11	12	?	-4%	-3%
O=c1n(Cc2ccccc2F)c2ccccc2n1Cc1ccccc1F	-1%	0%	27%	-29%	-23	-13	?	-24%	-1%
CCC1CCCCN1CCCNC(=O)Cn1ncc2c([nH]c3ccc(C)cc32)c1=O (stereo not drawn)	1%	4%	16%	?	9	1	-36%	i	-6%
CCOC(=O)N1CCN(c2ccc([N+](=O)[O-])cc2)CC1	-2%	2%	?	?	11	4	11%	-12%	18%
CC(C)NC(=O)C1(C)CCN1C(=O)c1c(F)cccc1F (stereo not drawn)	12%	-8%	-3%	3%	3	-3	-16%	i	23%
COc1ccc(-c2nc3ccc(NS(=O)(=O)c4ccc(C)cc4)cc3o2)cc1	/	/	-5%	1%	/	17	?	-28%	14%
CC(C)Oc1ccc(CCN=C(N)N=C(N)N)cc1Cl	-4%	1%	1%	8%	20	1	?	i	4%
CCCCOc1ccc(Cl)cc1CSc1n[nH]c(C)n1	-12%	-7%	2%	-6%	8	16	-9%	-29%	-17%
Cc1c(C(=O)O)c(C(=O)O)c2n1CCS2	1%	-12%	-13%	14%	-24	-4	7%	-3%	-16%
O=C(CN1CCN(S(=O)(=O)c2ccc(Br)cc2)CC1)c1ccc(O)c(O)c1	-6%	-15%	5%	-17%	-11	4	13%	-26%	-5%
CC(C)(C)N(Cc1ccccc1)C(=O)COC(=O)c1cccc([N+](=O)[O-])c1	3%	22%	3%	2%	-25	-8	?	-9%	23%
O=C(Nc1cc(-c2nc3cc(Cl)ccc3o2)ccc1Cl)c1cccc2ccccc12	/	/	-3%	19%	/	5	18%	i	?
Cc1onc(-c2c(F)cccc2Cl)c1C(=O)Nc1cc(S(=O)(=O)N2CCCCC2)ccc1O	-29%	1%	-11%	23µM*	56	9	?	-93%[inhibitor]	20%
Cn1c(=O)c(=O)n(C)c2cc(S(=O)(=O)N3CCc4ccccc43)ccc21	-10%	0%	10%	-14%	-18	0	6%	-9%	2%
COCCNC(=O)c1c(NC(=O)c2cc(=O)c3cc(Cl)ccc3o2)sc2c1CCCC2	/	/	2%	/	/	-15	15%	?	15%
Cc1cc2c(C)nc(N/N=C/c3ccc(F)cc3)nc2o1	7%	6%	-3%	-5%	-56*	3	4%	i	-6%
O=C(NNC(=O)[C@@H]1CCCC[C@@H]1C(=O)O)c1cccs1	-2%	1%	-2%	?	2	-1	16%	i	3%
OCCCNc1cc(-c2ccccc2)nc2cc(-c3ccc(F)cc3)nn12	8%	-5%	-29%	7%	1	-6	?	i	?
CCOc1ccccc1NC(=O)C(C)SCc1ccccc1 (stereo not drawn)	12%	11%	-1%	-12%	-16	-5	?	-23%	-18%[1.82 µM]
CN(Cc1ccccc1)S(=O)(=O)c1cc2c3c(c1)CCN3C(=O)CC2	-5%	-1%	-1%	-8%	24	1	30%	-6%	9%
CC(NC(=O)Nc1nnc(C(F)(F)F)s1)(C(F)(F)F)C(F)(F)F	-1%	-24%	?	-7%	-23	2	4.5µM*	-26%[57.5 µM]	7%
O=c1[nH]c(N/N=C/c2ccc(O)cc2)nc2ccccc12	5%	-3%	-21%	5%	7	6	-1%	-13%	-8%
COc1ccc(S(=O)(=O)Nc2cccc3c2O[C@H](CN(C)Cc2ccc(Cl)c(Cl)c2)[C@@H](C)CN([C@H](C)CO)C3=O)cc1	4%	0%	-9%	0%	-18	7	?	i	?
CCn1c(=O)sc2cc(NC(=O)c3cccc(OC)c3)ccc21	8%	/	-21%	-2%	/	6	4%	-19%	?
CC(=O)Oc1ccc2cc(-c3cccnc3)c(=O)oc2c1	-11%	16%	/	4%	22	14	14%	i	8%
COCCNC(=O)CN1C(=O)CSc2ccc(S(=O)(=O)N3CCOCC3)cc21	4%	1%	-3%	0%	-9	-3	-4%	i	-2%
Cc1oc(C)c2c(=O)ccc3c(c12)OC(N)=C(C#N)C3c1ccc(F)cc1 (stereo not drawn)	-1%	2%	72%[activator]	16%	15	0	8%	i	4%
CCOC(=O)c1sc(NC(=O)c2ccc(S(=O)(=O)N3CCOCC3)cc2)nc1-c1ccccc1	4%	-2%	-2%	-12%	13	3	12%	-50%[inhibitor]	0%
O=[N+]([O-])c1cccc(S(=O)(=O)NCCCn2ccnc2)c1	5%	-12%	-10%	?	0	-5	-9%	i	-7%
O=C1CCC[C@@H]2CC(Nc3ccc(F)cc3F)C[C@@H]3CCN1[C@H]23 (stereo partly drawn)	11%	1%	-7%	-2%	2	0	3%	-2%	-1%
Cc1ccc(CCC(=O)Nc2ccc(S(N)(=O)=O)cc2)o1	-2%	-7%	-6%	3%	-23	7	6%	i	2%

Full records as entered above. Values in the order: GLP1R ag, aSyn rescue, GLP1R cytotox, KB-V1 cytotox, DRD3 antagonist, DRD3 agonist, GLP1R inv ag, PTHR1 agonist, TDP-43 yeast inh
Cn1c(=O)c(=O)n(C)c2cc(S(=O)(=O)N3CCc4ccccc43)ccc21 across the screens: -10%, 0%, 10%, -14%, -18, 0, 6%, -9%, 2%
O=C(Nc1cc(-c2nc3cc(Cl)ccc3o2)ccc1Cl)c1cccc2ccccc12 across the screens: /, /, -3%, 19%, /, 5, 18%, i, ?
CC(NC(=O)Nc1nnc(C(F)(F)F)s1)(C(F)(F)F)C(F)(F)F across the screens: -1%, -24%, ?, -7%, -23, 2, 4.5µM*, -26%[57.5 µM], 7%
Cc1cc2c(C)nc(N/N=C/c3ccc(F)cc3)nc2o1 across the screens: 7%, 6%, -3%, -5%, -56*, 3, 4%, i, -6%

Following part.
SMILES	GLP1R ag	aSyn rescue	GLP1R cytotox	KB-V1 cytotox	DRD3 antagonist	DRD3 agonist	GLP1R inv ag	PTHR1 agonist	TDP-43 yeast inh
CC(C)C(C(=O)NCc1ccco1)N(Cc1ccco1)C(=O)CNS(=O)(=O)c1ccccc1 (stereo not drawn)	9%	1%	-29%	-7%	11	9	-14%	i	18%
COc1ccc(C(=O)/C=C/c2ccccc2F)c(OC(=O)c2ccc([N+](=O)[O-])cc2)c1	-1%	-2%	-11%	?	-7	0	?	-22%	?
CC(NC(=O)CN(Cc1ccccc1)S(=O)(=O)c1ccccc1)c1cccnc1 (stereo not drawn)	-1%	-3%	7%	-4%	21	1	8%	15%	-10%
FC(F)(F)c1cnc(C(c2ccccn2)c2ncn[nH]2)c(Cl)c1 (stereo not drawn)	0%	-2%	0%[7.66 µM]	?	-8	-1	11%[7.66 µM]	-15%	-5%[9.22 µM]
O=c1[nH]c2c(=O)[nH]cnc2nc1-c1ccccc1	-1%	2%	146%[activator]	19%	8	-7	13%	?	-28%
Clc1ccccc1OCCN1CCCCC1	1%	2%	8%	-20%	-80*	-22	8%	-7%[57.5 µM]	-12%
CCC1Oc2ccc(C)cc2N(CC(=O)N(Cc2cccnc2)Cc2ccc(C)o2)C1=O (stereo not drawn)	-2%	-12%	-12%	?	23	0	-9%	i	-5%
O=C(NCc1ccccc1)C(c1ccco1)N(C(=O)c1csnn1)c1ccccc1F (stereo not drawn)	4%	8%	-6%	0%	-1	-2	?	-17%	-16%
COc1ccc([C@@]23Oc4cc(OC)cc(OC)c4[C@]2(O)[C@H](O)[C@H](C(=O)N(C)C)[C@H]3c2ccccc2)cc1	-1%	?	-58%	?	-29	8	-71%	i	?
COc1ccccc1NC(=O)CSc1nnc(NC(=O)c2ccco2)s1	-4%	-1%	5%	3%	2	2	-14%	-27%	4%
O=C(Cc1c(F)cccc1Cl)Nc1ccccc1-c1ccccc1	5%	-3%	10%	-36%	0	-13	?	23%	-11%
CCCNC(=O)Cn1c(=O)oc2cc(S(=O)(=O)N3CCCC3)ccc21	-7%	1%	-1%	3%	-3	1	-2%	i	15%
CCc1ccc(-n2c(O)cnc2Nc2nc(C)cc(C)n2)cc1	10%	-2%	-3%	1%	0	0	-7%	i	16%
O=C(Oc1ccc([N+](=O)[O-])cc1)c1ccc2ccccc2n1	2%	0%	-28%	3%	-17	-7	6%	-2%[57.5 µM]	-37%[inhibitor]

Individual results from the list.
COc1ccc(C(=O)/C=C/c2ccccc2F)c(OC(=O)c2ccc([N+](=O)[O-])cc2)c1 – aSyn rescue: -2%
O=C(Oc1ccc([N+](=O)[O-])cc1)c1ccc2ccccc2n1 – DRD3 agonist: -7
